Screening data from PubChem.
NPY-Y2 PAM-ag – NPY-Y2 potentiators or agonists, primary screen, cell-based. Neuropeptide Y receptor type 2 (Homo sapiens), P49146. cells expressing NPY-Y2, potentiator/agonist read-out. activation, % at 3.6 µM. 0.45% of 220,000 active; in the data active = activation above about 27%;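 also: cells stimulated with NPY near EC25 plus isoproterenol at EC100; 0% = vehicle plus submaximal agonist and 100% = vehicle plus saturating agonist; some results beyond the cut were filed as inactive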
BaF3 tox – parental Ba/F3 cell viability inhibition, counter-screen for JAK2V617F inhibitor project, murine pro-B, CellTiter-Glo luminescence; inhibition, % at 5.6 µM; AID 1486, 2009; CellTiter-Glo ATP luminescence; 1.1% of 220,000 active;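 active = inhibition above a per-campaign cutoff, the mean inhibition of all tested compounds plus 3 SD, cut at about 27% in these data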;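 also: 0% = DMSO wells and 100% = JAK Inhibitor I control wells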
S1P4 agonist – S1P4 receptor agonists, primary screen, cell-based | Sphingosine 1-phosphate receptor 4 (Homo sapiens), O95977 | S1P4-expressing cell line, agonist reporter assay | activation, % at 4.98 µM | 0.35% of 220,000 active | AID 1509, 2009; in the data active = activation above about 11%;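 also: 0% = DMSO vehicle and 100% = reference agonist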
Ba/F3 V617F tox – reduced viability of JAK2V617F-dependent Ba/F3 cells, primary screen, JAK2V617F inhibitor project, cell-based, Ba/F3 EpoR-JAK2V617F, luminescence | ATP luminescence | inhibition, % at 5.6 µM | 1.1% of 220,000 active;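 active = inhibition above the campaign mean plus 3 SD over all tested compounds, cut at about 24% in these data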;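 also: cytokine-independent growth of Ba/F3 cells driven by EpoR plus mutant JAK2; 0% = DMSO-treated cells and 100% = JAK inhibitor I control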
Runt-CBFb FRET – inhibitors of RUNX1 Runt–CBFb binding, primary screen, biochemical, FRET, Cerulean-Runt, Venus-CBFb, uHTS | Runt-related transcription factor 1 (Homo sapiens) + Core-binding factor subunit beta … | inhibition, % at 20 µM | 0.46% of 220,000 active | Cerulean-Runt/Venus-CBFb FRET ratio 530/480, 1 h;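 active = inhibition over about 50% at 20 µM in the single-dose screen, limit read from the data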;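 also: 0% = DMSO wells and 100% = excess unlabeled CBFb competitor control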
Target sequence (Q01196 whole entry, looked up): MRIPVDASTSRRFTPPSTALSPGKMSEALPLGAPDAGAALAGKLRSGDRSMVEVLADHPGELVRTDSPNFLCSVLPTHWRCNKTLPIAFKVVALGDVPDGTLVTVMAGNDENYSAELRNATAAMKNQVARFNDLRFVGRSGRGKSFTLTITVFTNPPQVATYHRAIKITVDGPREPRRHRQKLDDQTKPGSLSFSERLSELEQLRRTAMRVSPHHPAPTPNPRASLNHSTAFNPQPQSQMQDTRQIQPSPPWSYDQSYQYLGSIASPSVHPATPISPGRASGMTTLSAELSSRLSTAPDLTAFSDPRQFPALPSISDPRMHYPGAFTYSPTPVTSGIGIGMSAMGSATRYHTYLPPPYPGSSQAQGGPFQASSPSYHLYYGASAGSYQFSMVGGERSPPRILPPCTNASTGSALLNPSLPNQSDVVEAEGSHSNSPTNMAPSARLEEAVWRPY
Target sequence (Q13951 whole entry, looked up): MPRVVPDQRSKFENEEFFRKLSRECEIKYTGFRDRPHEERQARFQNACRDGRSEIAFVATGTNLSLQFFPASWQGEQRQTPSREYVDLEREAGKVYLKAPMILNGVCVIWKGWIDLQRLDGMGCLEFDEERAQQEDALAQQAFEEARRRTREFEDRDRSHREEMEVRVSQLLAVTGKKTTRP
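Assay system: Cerulean-Runt domain / Medium: Tris 50 mM pH 7.5, KCl, K2SO4, 0.01% BSA / Timing: protein complex preformed 1 h, compound exposure 1 h, room temperature, dark / Measured by: FRET, excitation 422 nm, emission at 530 and 480 nm / Evaluation: loss of energy transfer signal / Control set: 5 µM unlabeled CBFb as full-inhibition high control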
RBBP9 inhibitor – human RBBP9 inhibitors, primary screen, biochemical, fluorescence polarization, FP-Rh probe, HTS; Serine hydrolase RBBP9 (Homo sapiens), O75884; recombinant RBBP9; inhibition, % at 7.94 µM; 0.2% of 220,000 active; AID 1515, 2009;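 active = inhibition above the campaign mean of all tested compounds plus 3 SD, cut at about 14% in these data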;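 also: plate controls were DMSO wells with RBBP9 for no effect and wells lacking RBBP9 protein for full effect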
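Material: RBBP9 protein. Amount: RBBP9 at 2.5 µM in dispensed solution, before mixing. Schedule: 30 min then 45 min, 25 °C. Medium: Tris buffer pH 8.0, NaCl, Pluronic. Measured by: fluorescence polarization. Measure: percent inhibition from mP, scaled between DMSO and no-protein wells. Replication: one well per compound.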
NPY Y1 blocker – NPY-Y1 receptor antagonists, primary screen, cell-based. Neuropeptide Y receptor type 1 (Homo sapiens), P25929. HEK293-CNG Y1 cells, membrane potential fluorescence; NPY at EC95, then isoproterenol. inhibition, % at 3.6 µM. 1% of 200,000 active;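 active = inhibition above the campaign mean inhibition of all tested compounds plus 3 SD, cut at about 20% in these data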;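 also: 0% = DMSO wells given NPY plus isoproterenol and 100% = isoproterenol alone without NPY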
Target sequence (P25929 whole entry, looked up): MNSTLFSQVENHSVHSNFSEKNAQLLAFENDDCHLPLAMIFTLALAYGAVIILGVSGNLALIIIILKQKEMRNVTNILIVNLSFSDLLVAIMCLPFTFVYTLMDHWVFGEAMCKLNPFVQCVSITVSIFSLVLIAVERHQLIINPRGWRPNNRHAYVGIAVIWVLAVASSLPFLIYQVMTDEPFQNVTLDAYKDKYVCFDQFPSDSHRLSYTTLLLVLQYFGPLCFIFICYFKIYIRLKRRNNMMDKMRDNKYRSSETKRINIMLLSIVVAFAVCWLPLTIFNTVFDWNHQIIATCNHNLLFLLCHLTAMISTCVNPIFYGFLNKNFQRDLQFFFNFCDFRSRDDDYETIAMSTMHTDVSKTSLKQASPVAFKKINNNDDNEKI
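Material: Y1- and CNG-channel-expressing HEK293 cells / Probe or stimulus: NPY 25 nM then isoproterenol 1 µM plus Ro 20-1724 25 µM / Doses: 3.6 µM single dose, DMSO 0.4% / Schedule: compound incubation 1 h at room temperature, readout 45 min post-stimulation / Signal: membrane potential fluorescence / Benchmarks: isoproterenol-only wells as full block versus NPY-plus-isoproterenol wells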
NPY-Y1 PAM-ag – NPY-Y1 receptor potentiators or agonists, primary screen, cell-based; Neuropeptide Y receptor type 1 (Homo sapiens), P25929; NPY-Y1 expressing cells, potentiator/agonist activation; activation, % at 3.6 µM; 0.37% of 220,000 active; AID 1304, 2008; in the data active = activation above about 33%, passing the limit was not always enough;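 also: cells stimulated with NPY at EC10 then isoproterenol at EC100; 0% = low agonist plus stimulus and 100% = saturating agonist plus stimulus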
S1P4 antagonist – S1P4 receptor antagonists, primary screen, cell-based; S1P4-expressing cells, antagonist mode, reporter read-out; AID 1510, 2009; inhibition, % at 4.98 µM; 0.26% of 220,000 active; Sphingosine 1-phosphate receptor 4 (Homo sapiens), O95977; in the data active = inhibition above about 29%;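 also: 0% = wells stimulated with agonist and 100% = vehicle wells without agonist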
Starred values were filed as active, the others as inactive; / = no result given.

Sequence of screens – NPY-Y2 PAM-ag, BaF3 tox, S1P4 agonist, Ba/F3 V617F tox, Runt-CBFb FRET, RBBP9 inhibitor, NPY Y1 blocker, NPY-Y1 PAM-ag, S1P4 antagonist
O=C(O)Cn1cc(/C=c2/sc3nc4ccccc4n3c2=O)c2ccccc21
  -17, 6, 2.1, 0, -362, 3, -1, 3, -3
CNS(=O)(=O)c1cnccc1N1CCN(c2cccc(Cl)c2)CC1
  -8, -1, -0.3, -4, 0, 2, -1, -8, 3
COc1ccc(CCN(C(=O)c2ccco2)C(C(=O)NC2CCCC2)c2ccncc2)cc1OC (configuration not stated)
  6, 7, 1.2, 0, /, -7, 3, 20, -14
COc1ccc(C(=O)OCN2C(=O)c3ccccc3C2=O)cc1
  -18, 8, -1.2, 0, 1, -3, 4, -41, 4
Cc1ccc(-n2cc(CNCCc3cscn3)c(-c3ccc(F)cc3)n2)cc1
  -28, 4, 0.1, -1, 0, -8, 7, -22, -27
COc1cc(C2SCC(=O)N2CCc2ccc(OC)c(OC)c2)ccc1O (configuration not stated)
  11, 0, 0.5, -2, 1, 4, 2, 13, -8
COC(=O)N/N=C/c1ccc(-c2ccccc2Cl)o1
  7, -1, 1.2, -3, 1, -1, /, 15, -14
CCC(CC)C(=O)Nc1ccc([N+](=O)[O-])cn1
  8, 9, 0.3, -1, 0, -11, -1, -5, -4
COc1cc(C)nc(N2CCCC(C(=O)Nc3cccc(Cl)c3Cl)C2)n1 (configuration not stated)
  -38, 11, -3.3, 8, 0, -13, 5, -17, -4
O=C(CSc1nc(-c2ccco2)cc(C(F)(F)F)n1)N1CCSCC1
  15, 5, -0.2, -1, -3, -4, 0, -3, -13
CCCN1C(=O)SC(CC(=O)Nc2ccc(C)cc2)C1=O (configuration not stated)
  -10, -3, -1.9, -3, -1, -1, 0, -22, -12
NCCCC[C@@H]1NC(=O)c2cc([N+](=O)[O-])cc(F)c2NCCCC[C@@H](C(N)=O)NC(=O)CNC1=O
  -7, 2, 0.5, -1, 3, 3, -2, -19, 3
O=C1CC(Cc2ccc(Cl)cc2)C(=O)N1c1ccccn1 (configuration not stated)
  4, 5, 1.6, 3, 2, -9, -8, -6, -23
CCCCCCCCc1nnc(NC(=O)c2ccco2)s1
  -11, 2, -0.1, 2, 0, -4, 5, -10, -3
CC1(C)CC(=O)C2=C(C1)OC(N)=C(C#N)C2c1ccc(OC(=O)N2CCOCC2)cc1 (configuration not stated)
  6, 1, -0.9, 3, 1, -2, -1, -16, 1
CC(C)(C)c1cc(=O)[nH]c(SCc2ccccc2Cl)n1
  -15, 11, 1.1, 6, -5, -7, 4, -16, -8
c1ccc(Nc2cccc3c(Nc4ccccc4)cccc23)cc1
  19, 4, 0.7, -6, 3, -3, /, 24, -2
CCn1c(CNC(=O)c2cccs2)n[nH]c1=S
  -9, 6, -0.4, -1, 6, -1, 1, -11, 2
N#Cc1ccc(CSCC(=O)NN=C2CCCC2)cc1
  0, 2, 0.6, -1, -1, -4, -2, -4, -9
COc1cccc(CCNC(=O)c2ccc(C#N)cc2)c1
  -13, 8, 2.1, 5, 1, -2, 1, 14, -1
O=C(CN1C(=O)C(=O)N(Cc2ccco2)C1=O)c1c[nH]c2ccccc12
  26, -4, 1.6, -1, 7, -6, /, 8, 6
NNC(=S)NCc1ccco1
  9, -4, 3.2, -3, 9, -1, /, 1, 4
COc1ccc(CC(=O)Nc2ccc(-c3noc(COc4ccccc4C)n3)cc2)cc1
  -7, 7, 0.0, 4, -2, -10, 3, 9, -14
Cc1ccccc1-n1nnnc1SCC(=O)c1c(N)n(C)c(=O)n(C)c1=O
  3, -7, 1.5, 0, 0, 3, /, 2, 3
CCOC(=O)C1=C(C)NC(=S)NC1c1ccc(-c2ccc(Cl)cc2)o1 (configuration not stated)
  13, 11, 0.0, 1, 27, -11, -4, 9, -21
COc1ccc(CCNC(=O)Cn2c(=O)n(-c3ccc(F)cc3F)c(=O)c3sccc32)cc1OC
  15, 1, 2.2, 8, -2, -4, -5, 22, -24
CCOC(=O)c1cn(-c2ccccc2)nc1-c1cccnc1
  -8, 2, 1.7, -1, -2, -8, 4, -15, -20
Cc1c(C(=O)Nc2ccc(Cl)cc2)c2ccccn2c1C(=O)c1ccc([N+](=O)[O-])cc1
  6, 4, -0.1, -1, 1, 1, 7, 12, -8
Cc1ccc(C2=NC3(CCCC3)N=C2SCC(=O)Nc2ccc3c(c2)OCCO3)cc1
  -2, -1, -2.4, -5, 1, -6, 4, -10, 13
CC(C)Oc1ccc(-c2nn(-c3ccccc3)cc2/C=c2\sc3ncnn3c2=O)cc1
  -7, 5, -2.0, 2, -95, -1, 4, -16, -17
O=C(CC1Nc2ccccc2NC1=O)NCCCN1CCCCCC1 (configuration not stated)
  4, 0, 0.2, -1, -2, -5, -4, -3, -5
Cc1nn(Cc2cccc(C(=O)NN)c2)c(C)c1Cl
  -12, -5, -0.1, 1, 0, -8, /, -9, 16
O=C(CCN1C(=O)c2cccc([N+](=O)[O-])c2C1=O)Nc1nccs1
  -10, 3, -0.8, -2, -1, -9, -2, 6, -36
Cc1ccc(C(=O)N/C(=C/c2ccc(F)cc2)C(=O)NCc2ccncc2)cc1
  -2, 0, -0.1, -3, 1, -1, -5, 3, -16
C/C(=N\NC(N)=O)c1ccccc1Cl
  -16, 1, -2.4, -1, 1, 7, /, 4, -4
Cc1ccc(/C=C/C(=O)NC2CCS(=O)(=O)C2)cc1 (configuration not stated)
  -3, 8, 0.7, 2, -1, 2, -7, 1, -36
CN(CC(=O)Nc1cc(S(=O)(=O)N2CCOCC2)ccc1Cl)C1CCS(=O)(=O)C1 (configuration not stated)
  6, 3, 1.5, -2, 1, -8, 3, 6, -3
COc1ccc(N2C(=O)C(CC(N)=O)N(NC(=O)CCc3ccccc3)C2=O)cc1 (configuration not stated)
  0, 1, 1.3, -2, 2, 2, 0, 20, 0
Cc1ccc(-c2csc(NC(=O)c3ccno3)n2)cc1
  2, 4, -1.9, -2, 2, -1, -1, 14, 6
COc1ccc(C(=O)Oc2c(CN3CCOCC3)cc(Cl)c3cccnc23)cc1
  -2, 4, 0.6, 4, 4, -8, 7, -3, -27

Part of the list above, limited to Runt-CBFb FRET, Ba/F3 V617F tox and S1P4 antagonist:
Molecule	Runt-CBFb FRET	Ba/F3 V617F tox	S1P4 antagonist
O=C(CN1C(=O)C(=O)N(Cc2ccco2)C1=O)c1c[nH]c2ccccc12	7	-1	6
NNC(=S)NCc1ccco1	9	-3	4

New compounds follow:
Sequence of screens – NPY-Y2 PAM-ag, BaF3 tox, S1P4 agonist, Ba/F3 V617F tox, Runt-CBFb FRET, RBBP9 inhibitor, NPY Y1 blocker, NPY-Y1 PAM-ag, S1P4 antagonist
CC(CCc1ccccc1)NC(=O)COC(=O)c1cc(NS(=O)(=O)c2ccc(Cl)c([N+](=O)[O-])c2)ccc1O (configuration not stated)
  5, 1, 2.3, -2, 1, -9, -5, -13, -9
Cc1onc(-c2ccccc2)c1C(=O)Nc1nc2c(s1)C(=O)CC(C)(C)C2
  -8, 1, 0.1, 0, -2, -1, -2, -6, 7
CC(C)CC(=O)Nc1ccc(-c2cn3ccsc3n2)cc1
  -8, 4, -1.8, 3, -1, 1, 1, -14, -9
CCOc1ccc(C(CC(=O)O)NC(=O)c2ccco2)cc1OC (configuration not stated)
  -17, 2, 1.5, -1, 2, -11, 0, -23, 10
CC(CN1CCCC1)OC(=O)COc1ccccc1 (configuration not stated)
  2, 1, -0.8, -1, -2, -9, 3, -4, 5
O=C(O)CCCNS(=O)(=O)c1ccc2c(c1)OCCCO2
  -8, 8, 0.6, 4, 0, -10, 8, 0, -20
COc1ccc(Cl)cc1NC(=O)CCCN1C(=O)CCC1=O
  8, 8, 1.9, 4, 1, -9, 1, 5, -50
CCOc1ccc(S(=O)(=O)NCCSc2ccccc2)cc1
  -21, 2, -2.2, -4, 0, 6, 28*, -48, -2
COC(=O)C1C(=O)N2CCCSC2=C(C#N)C1c1cccs1 (configuration not stated)
  5, 2, 1.2, -2, 1, -4, 2, 14, -14
O=C(c1ccc(NS(=O)(=O)c2cccc3cccnc23)cc1)N1CCCCC1
  -5, 12, 23*, 7, 1, -3, -3, -1, 5
CC(C)Oc1ccccc1/C=N/NC(=O)c1ccccc1Cl
  -5, -6, -0.3, 2, -1, -4, /, 2, -7
CN1C(=O)C(O)(c2sc(N)nc2-c2ccccc2)c2ccccc21 (configuration not stated)
  -9, 0, 3.5, -4, 0, 1, 0, 10, -25
N#Cc1ccc(-c2ccccc2)nc1SCC(=O)c1cccc(Cl)c1
  -10, 9, -1.3, -1, -69, -20, 0, 7, -4
COc1cccc(C(=O)NC(Cc2ccccc2)c2ccc3c(c2)OCCCO3)c1 (configuration not stated)
  -18, 0, 0.4, 3, 2, -17, 2, -27, -1
CC(C)C(=O)Nc1ncc(Cc2ccccc2Cl)s1
  0, 7, 1.4, 3, -1, -6, -2, -2, -9
Cc1ccccc1OCc1nc(-c2cccnc2)no1
  -4, 5, 1.2, 2, /, 1, -8, 1, -18
O=C(NCCc1ccccc1)c1cc(=O)[nH]c2ccccc12
  -16, 1, -0.8, -3, 1, 3, 2, -8, -6
Cc1ccc(S(=O)(=O)NC(CCc2ccccc2)CC(=O)C(C)(C)C)cc1 (configuration not stated)
  -2, 3, -0.7, -2, -2, -13, 1, 2, 23
COc1ccc2[nH]c(C(=O)O)c(CCNC(C)=O)c2c1
  11, -2, -1.7, -1, -2, -3, 1, 12, -18
COC(=O)c1[nH]c2ccc(Cl)cc2c1NC(=O)Oc1ccccc1
  -5, -3, 0.9, -3, 1, 7, -2, -7, -9
Cc1ccccc1C(=O)NC(CC(C)C)C(=O)OCC(=O)c1c(N)n(C)c(=O)n(C)c1=O (configuration not stated)
  6, 7, 0.7, 0, -4, -3, 0, 10, -3
O=C(CCSCc1ccccc1Cl)N1CCN(c2cccc(Cl)c2)CC1
  -29, 5, -2.3, -2, -4, -2, 9, -17, -9
COc1ccccc1C(=O)Nc1nsc(-c2ccccc2)n1
  -38, 3, -0.5, 1, 1, -10, /, -14, 5
O=C(CSCc1ccc(Cl)cc1)Nc1cc([N+](=O)[O-])ccc1O
  3, 5, -0.3, -4, 1, -5, 5, 1, 7
